ER stress rescue: protection against thapsigargin-triggered cell killing – 384-well, CSM14.1, ATP luminescence, primary screen (AID 1222); CSM14.1 thapsigargin-induced death rescue, ATP luminescence; higher % means a stronger effect; one-dose cellular ATP content (survival), % at 20 µM; EC50 in µM for titrated hits; 190,000 tested, under 10 active;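 active = EC50 below 50 µM in the dose-response confirmation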;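 note: death triggered by thapsigargin at about 15 µM added after 2 h compound pretreatment; cell ATP read after overnight thapsigargin exposure of roughly 18 to 22 hours; normalized against plate controls of thapsigargin alone and 5% DMSO vehicle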
Autophagy HCS: autophagy modulation, high-content screen | calls only at 10 µM (by protocol) | MEF GFP-LC3 puncta imaging; test concentration mostly 10 µM | AID 463193 | actives 0.98% (n = 190,000);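 active = percentage of spot-positive cells more than 3 SD above its plate mean, without a fluorescence outlier flag or 80% toxicity; inconclusive = no clear call, values can overlap the other calls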;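 note: spot-positive cell cutoff set from DMSO-treated cells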
MT stabilizer: microtubule stabilizers in HeLa cells; AID 2205; HeLa tubulin immunostaining HCS, 24 h; share of cells brighter than vehicle mean+2SD; actives 0.83% (n = 200,000); % tubulin-high responders, % at 10 µM;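 active = plate Z-score above 3 for both tubulin-high and condensed-nucleus cell shares, with cell loss under 80%, at 10 µM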;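 note: anti alpha tubulin signal scored within the nucleus-defined area of each cell; some results filed as inactive read as strong as hits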
Yfh1-depleted yeast: mitochondrial function rescue without frataxin homolog – Friedreich's ataxia, plus single-dose screen, dose response (AID 1465) | actives 0.074% (n = 220,000) | S. cerevisiae Yfh1-off respiration, WST-1 reduction, 72 h; higher fold induction means a stronger effect | fold induction at 50 µM, or EC50 in µM where a hit was titrated;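 active = fold induction of absorbance versus untreated yeast above a set limit, then at least 30% activation at any dose in follow-up; inconclusive = repeats straddling the limit, or above it without dose testing; inactive = fold induction below the set limit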;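 note: activators that raise dye reduction in frataxin-depleted yeast; strong numbers were not always called active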
Dynein cargo inh: blocks dynein driven cargo transport along microtubules; 3617.4 mouse cells, GR-EGFP nuclear translocation imaging; test concentration mostly 20 µM; stimulated with dexamethasone, 1 µM; hits give low values; z-score, hits read low; actives 0.47% (n = 220,000);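 active = plate z-score of nuclear minus cytoplasmic receptor signal below a set negative limit, without overly bright fluorescence or cell loss, cut at about -3.5 in these data, passing the limit was not always enough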;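 note: z-score of nuclear minus cytoplasmic ring GR-EGFP intensity difference per well; some compounds called inactive have numbers as strong as hits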
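Buffer or medium: tetracycline-free induction medium containing charcoal-stripped FBS / Reagent: dexamethasone agonist, 1.0 µM final, for 30 min / Technique: automated 10x imaging of fixed Hoechst-stained cells / Times: induction 48 h, compound 1 h, agonist 30 min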
M1AAP inhibition: malaria alanyl aminopeptidase activity blockers – biochemical, fluorogenic H-Leu-NHMec substrate, 1536-well (AID 1445); one-dose inhibition, % at 30 µM; IC50 in µM for titrated hits; actives 0.42% (n = 220,000); recombinant M1AAP, H-Leu-NHMec fluorogenic kinetic assay; higher % means a stronger effect;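 active = primary inhibition above the hit cutoff, then over 50% inhibition at one or more dose response concentrations, cut at about 23% in these data, passing the limit was not always enough; inconclusive = conflicting primary data, or primary hits not chosen for dose response; inactive = low primary inhibition, or under 50% at every dose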;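 note: plate controls were DMSO full reaction for no effect and no enzyme background for full effect; strong numbers were not always called active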
Ins promoter up: MIN6 insulin promoter up-regulation; AID 1625; actives 0.3% (n = 190,000); MIN6 insulin promoter-GFP reporter, high-content imaging; hits give high values; z-score at 5 µM;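 active = z-score above 3 at 5 µM with at least 500 cells counted in the well; inconclusive = wells under 500 cells, flagged as cytotoxic or low count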
P. falciparum M17LAP: P. falciparum M17LAP inhibitors, primary screen, biochemical, fluorogenic H-Leu-NHMec substrate, 1536-well (AID 1619) | recombinant M17LAP, H-Leu-NHMec fluorogenic kinetic assay; higher % means a stronger effect | inhibition, % at 30 µM; hits with a dose series show IC50 in µM | actives 0.38% (n = 220,000);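 active = compound inhibiting the enzyme by more than half at any dose during confirmatory dose-response retesting; inconclusive = strong single-dose inhibitors picked by rank but not retested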;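 note: plate controls were full reaction with DMSO carrier for no effect and no enzyme background for full effect; strong numbers were not always called active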
Hep lipid drop: modulators of hepatic lipid droplet formation. AID 1656. AML12 mouse hepatocytes, oleate lipid droplets, BODIPY imaging. actives 0.4% (n = 240,000). inhibition, % at 6.5 µM;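 active = lipid droplet intensity inhibited by at least 50%, with more than 500 cells counted; inconclusive = wells with under 300 cells, treated as cytotoxic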
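Assay system: AML12 mouse liver cells | Compound dosing: One dose, 6.5 µM compound | Read-out basis: Droplet intensity reduction, % inhibition | Measured by: Fluorescence imaging, 20x objective, two fields per well | Schedule: Overnight treatment with compound plus oleate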
Dynein cargo inh cytoplasmic EGFP: also measured in Dynein cargo inh; calls as there; z-score; measured here: cytoplasmic GR-EGFP intensity; hits give high values
Dynein cargo inh nuclear GR-EGFP: further read-out of Dynein cargo inh, marked with its call; z-score; measured here: nuclear GR-EGFP intensity;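 lower value marks the stronger effect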
Dynein cargo inh cell count: further read-out of Dynein cargo inh, marked with its call; z-score; measured here: cell count per field
Ins promoter up cell count: further read-out of Ins promoter up, marked with its call; cell count; measured here: cytotoxicity, nuclei count;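 total cells summed across four imaged fields per well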
Hep lipid drop cells 6.5 µM: also measured in Hep lipid drop; calls as there; cell count; measured here: cell count, cytotoxicity flag;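 cells counted across two imaged fields per well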
MT stabilizer Hoechst-high %: further read-out of MT stabilizer, marked with its call; % Hoechst-high responders; measured here: nuclear condensation Hoechst responders;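 share of cells brighter than vehicle mean plus two SD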
MT stabilizer cytotoxicity %: second read-out of MT stabilizer, no call of its own (marks repeat the call); toxicity, %; measured here: cytotoxicity by cell density;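 0% = mean cell density of plate MIN control wells and 100% = no cells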
Autophagy HCS cell loss 18 h: also measured in Autophagy HCS; calls as there; toxicity, %; measured here: cell loss, nuclei count;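 cell loss after 18 h compound exposure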
* = called active by the depositor; i = inactive; ? = inconclusive; · = no result given. Rows were taken by chance. About 3.5% of those tested had a hit in this group.

SMILES	ER stress rescue	Autophagy HCS	Autophagy HCS cell loss 18 h	MT stabilizer	MT stabilizer Hoechst-high %	MT stabilizer cytotoxicity %	Yfh1-depleted yeast	Dynein cargo inh	Dynein cargo inh cytoplasmic EGFP	Dynein cargo inh nuclear GR-EGFP	Dynein cargo inh cell count	M1AAP inhibition	Ins promoter up	Ins promoter up cell count	P. falciparum M17LAP	Hep lipid drop	Hep lipid drop cells 6.5 µM
COc1ccc(/C=C(\NC(=O)c2ccccc2)C(=O)OC[C@@H]2CCC[N+]3(C)CCCCC23)cc1OC (some centres undefined)	-0.6%	i	-21.3	4.1	1.6	5.5	i	-0.284	-0.185	-0.0899	0.714	22.6%	·	·	10.4%	-19.4	763
CC(C)(C)C(=O)Nc1nnc(SCc2ccc(F)cc2)s1	-0.5%	i	0.9	1.0	1.0	1.6	i	-0.861	-0.235	-0.401	0.624	1.4%	-0.09	929	-6.1%	9.6	813
CCOc1ccc(Br)cc1CNc1ccc2c(c1)OCCO2	-0.5%	i	-0.1	2.9	1.1	2.1	i	0.209	-0.271	0.804	-0.395	0.7%	0.56	1663	2.0%	31.6	649
COCCc1nnc(NC(=O)Cc2ccccc2)s1	2.2%	i	-13.8	4.0	2.8	9.4	i	0.0816	-0.276	0.301	1.49	2.5%	1.14	1474	8.8%	·	·
Cc1cccc(C(=O)Nc2ccccc2-c2nnn(CC(=O)Nc3ccc4c(c3)OCCO4)n2)c1	0.1%	i	15.4	4.6	3.6	8.7	i	-0.502	0.462	0.565	0.552	-7.5%	-0.15	1557	-3.6%	·	·
CC(C)CN1CCN(Cc2cccc3ncccc23)CC1CCO (centres undefined)	-0.3%	i	-11.9	2.9	1.0	4.7	i	-0.427	-0.351	0.0881	0.231	·	0.51	1475	·	2.3	710
CN(C)S(=O)(=O)N1CCCC(C(=O)c2ccc(-c3ccccc3)c(F)c2)C1 (centres undefined)	4.5%	i	11.9	1.7	0.9	5.9	i	0.554	-0.248	0.313	-0.105	-2.4%	-0.79	1421	5.6%	-4.6	725
c1ccc(-c2nnc(-c3ccccc3)c(-c3c[nH]c4ccccc34)n2)cc1	-0.5%	i	-6.7	2.2	1.9	7.0	i	1.68	0.0108	1.26	-1.23	?	-0.38	1706	-8.2%	·	·
CCCCC(=O)Nc1cc(OC)c(NC(=O)C2CCCCC2)cc1OC	0.0%	i	-40.6	2.8	2.8	6.6	i	-0.947	-0.233	-0.717	0.951	-4.6%	·	·	4.4%	14.8	725
CCN(CC)CCNC(=O)Cc1c(C(=O)O)n(C)c2ccccc12	-0.6%	i	-3.8	5.4	2.3	4.3	i	3.33	-0.247	1.86	-1.73	2.6%	0.59	1451	-13.9%	·	·
CCOC(=O)N1CCN(C(=O)CSc2nc3c(c(=O)n2-c2ccccc2OC)SCC3)CC1	4.1%	i	-8.5	1.1	2.2	10.8	i	-0.612	-0.219	-0.246	1.15	5.9%	0.34	1661	-0.1%	·	·
Cc1nn(-c2ccccc2)c(C)c1/C=N/n1cnnc1	-1.2%	i	1.4	2.6	3.1	1.8	i	-0.301	-0.298	-0.242	0.504	1.4%	·	·	-5.4%	8.1	681
CCOc1ccc(/C(O)=C2/C(=O)C(=O)N(c3cc(C)on3)C2c2ccc(C(=O)OC)cc2)cc1 (centres undefined)	1.6%	i	3.3	3.7	3.6	10.3	i	-0.632	0.38	-0.248	0.166	2.7%	0.01	1533	3.7%	·	·
Cc1cccc(CSc2nnc(NC(=O)CSc3nnc(C)s3)s2)c1	-1.7%	i	-35.4	3.0	1.2	12.2	i	-0.00756	-0.222	0.55	1.05	-0.1%	-0.49	1504	4.5%	·	·
CC(C)N1CCN(Cc2cccn2-c2nccs2)CC1CCO (centres undefined)	-2.5%	i	-0.2	1.3	1.2	7.4	i	-0.265	-0.295	-0.0303	0.549	1.7%	1.19	1554	-2.5%	-1.4	686
O=C(Cn1cc(C(F)(F)F)ccc1=O)N1CCN(S(=O)(=O)c2ccc(Cl)cc2)CC1	-1.8%	i	17.3	3.3	2.8	15.3	i	-0.816	-0.0922	-0.247	0.356	0.6%	·	·	-5.8%	9.8	771
CCCn1c(C2CC(=O)N(c3ccc(C)cc3)C2)nc2ccccc21 (centres undefined)	-0.2%	i	7.0	2.9	2.0	9.9	i	-0.648	-0.26	-1.08	0.669	4.6%	-1.78	1521	4.5%	·	·
CC(O)C(NS(=O)(=O)c1ccc(Cl)cc1)C(=O)OCc1nnc(-c2ccccc2)o1 (centres undefined)	-1.8%	i	-2.6	2.6	2.0	10.8	i	-0.497	-0.428	-0.0846	0.907	0.6%	1.98	1323	0.4%	·	·
C/C(=N\NC(=O)c1cccc(S(=O)(=O)Nc2ccccc2Cl)c1)c1ccco1	-2.1%	i	9.8	1.9	1.3	4.9	i	-0.291	0.525	0.134	-0.793	17.5%	·	·	-5.4%	13.6	670
Clc1ccccc1CO/N=C1\CCCc2nonc21	0.1%	i	-14.1	2.1	2.2	2.3	i	-0.705	0.245	-0.551	0.855	2.4%	-0.59	1337	14.5%	5.7	596
O=C(CSc1nccn1-c1ccc(F)cc1)NCc1ccc(F)cc1	·	i	11.2	2.3	1.8	2.0	i	2.4	-0.158	1.48	-1.62	8.4%	-0.1	1332	-5.2%	-0.1	683
Cc1onc(-c2ccccc2)c1C(=O)Nc1ccc(S(=O)(=O)N2CCCCC2)cc1	·	·	·	2.8	1.9	4.7	i	-0.461	-0.316	-0.199	0.688	4.1%	-0.24	1459	-5.0%	11.2	612
O=C(NCc1ccccc1)C1CC(=O)N(c2ccc(OCC(=O)N3CCCC3)cc2)C1 (centres undefined)	-1.9%	i	-0.3	4.1	1.6	4.6	i	0.382	-0.188	0.102	0.9	2.8%	·	·	5.5%	26.7	722
CC(=O)N(C(C)=O)c1nc2nc(C)cc(C)n2n1	-0.1%	i	4.3	1.6	0.9	9.6	i	0.583	-0.161	1.04	-0.633	3.8%	0.13	1623	2.7%	5.4	669
C/C(=N\Nc1ccc(Cl)c(C(=O)O)c1)c1cc2ccccc2o1	-1.4%	i	-4.1	4.8	2.2	8.2	i	0.269	-0.262	0.35	-0.207	?	0.54	1251	32.3%	5.3	702
COc1ccccc1-n1cnnc1SCC(=O)Nc1ncc(Cl)cc1Cl	-0.2%	i	7.4	1.8	2.0	7.5	i	-0.307	-0.112	0.0176	0.272	0.2%	0.33	913	17.0%	·	·
Cc1ccc(Sc2ccc(C(=O)N(C)C)cc2[N+](=O)[O-])cc1	-0.3%	i	15.0	1.5	1.8	12.8	i	-0.823	-0.271	-0.518	0.983	4.0%	-0.25	1411	3.8%	22.8	728
Cc1ccc(SCCC(=O)N(C)C)cc1	·	i	5.2	1.5	0.5	26.3	i	-0.276	0.384	0.495	-0.605	-1.6%	-1.43	1322	7.9%	1.1	691
CC1=NN(c2nc(-c3ccc(C)cc3)cs2)C(=O)C1N=Nc1ccccc1O (centres undefined)	4.1%	i	36.1	8.1	5.7	19.9	i	0.592	1.79	0.475	1.21	3.37µM*	0.95	1459	7.6%	0.8	657
O=C(CS(=O)(=O)Cc1ccccc1)Nc1cccnc1	0.2%	i	-2.7	3.3	1.6	6.2	·	-0.218	-0.209	0.212	0.228	6.2%	-0.17	1337	-5.7%	-0.4	749
CCNS(=O)(=O)c1cccc(C(=O)c2c(C)cc3ccccn23)c1	0.3%	i	5.7	1.4	2.4	8.4	i	0.156	-0.0833	-0.264	-0.245	10.8%	-0.31	1366	10.2%	1.4	582
COCCNC(=O)c1ccc(CS(=O)(=O)c2ccc(Cl)cc2)o1	-1.9%	i	0.4	1.1	1.3	4.9	i	1.66	1.07	0.703	-1.15	11.4%	-0.35	1502	3.6%	·	·
OCCC1CN(Cc2cnc(-c3ccccc3)s2)CCN1C1CCCCC1 (centres undefined)	0.1%	i	6.7	2.6	1.1	6.1	i	-0.209	-0.238	-0.106	0.323	0.7%	-1.01	1434	-1.6%	-24.6	644
N#Cc1nc(COc2ccc(F)cc2)oc1NCCN1CCOCC1	-0.3%	i	-1.9	2.6	2.8	2.3	i	0.00516	0.0494	0.0847	0.369	3.3%	-0.15	928	-1.2%	10.2	811
Cc1nc(-c2ccc(C(=O)NCCO)cc2)cs1	-1.2%	i	-32.6	1.6	2.3	9.3	i	-0.186	-0.294	-0.0569	0.594	10.3%	0.12	1258	-3.0%	18.3	777
O=C(NC1CCCCNC1=O)c1ccc(Cl)cc1 (centres undefined)	-0.6%	i	38.8	1.3	1.7	9.6	i	0.00181	-0.225	0.291	-0.464	0.6%	0.37	941	1.1%	·	·
CC(C)CC(=O)NC(NC(=S)Nc1cccc2cccnc12)C(Cl)(Cl)Cl (centres undefined)	-0.7%	i	-15.3	2.6	2.2	7.9	i	-0.738	-0.146	0.0869	-0.249	6.1%	0.44	1451	11.0%	·	·
CCCC1=NN(c2ccc([N+](=O)[O-])cc2)C(=O)/C1=C\N(C)C	3.5%	i	13.3	2.8	3.3	5.2	i	1.32	-0.219	0.549	-0.654	4.3%	·	·	15.0%	16.7	619
COc1ccc2oc(C(=O)OCC(=O)/C(C#N)=C(\C)N)c(C)c2c1	-0.2%	i	-7.3	2.3	1.6	7.7	i	-0.257	0.386	0.067	0.22	-2.3%	-0.65	1468	0.1%	3.5	666

From PubChem
